Pf Dd2 growth = Plasmodium falciparum Dd2 growth inhibition; P. falciparum Dd2 growth, SYBR Green, 72 h; Potency, µM (titrated, usually from 28.9 µM), for the others: top-dose activity, negative = inhibition, actives largely listed as inhibitors; 120,000 compounds, 4.3% hits; AID 1347417; active = well fitted inhibition curve with a large enough effect; inconclusive = small, poorly fitted or top-dose-only effect; inactive = no such curve, though single readings can be large or run the other way;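 note: plate controls were DMSO vehicle for no effect and reference drug for full effect; nearly all actives have a fitted effect of over 65% in size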
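Infected erythrocytes (Dd2, 0.3% parasitemia, 2.5% hematocrit final) are added to compound in RPMI-1640/Albumax II medium, grown 72 h at 37C in low oxygen, then lysed with saponin/Triton-X containing SYBR Green and read by fluorescence.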
Numbers without * were called inactive; i = inactive; ? = inconclusive; [ ] = dose if it differs, or a comment. Potency is the fitted concentration of half-maximal effect. These rows are one share of the data; count on the stated rates, not on these rows.

SMILES	Pf Dd2 growth
O=S(=O)(Cc1ccccc1F)N1CCCC(Cn2c(C3CC3)nc3cccnc32)C1 (stereo unspecified)	?
COc1ccc(-c2cc(C(F)(F)F)nc(S(C)(=O)=O)n2)cc1	22%
O=C(Cn1cccc1-c1nc(-c2ccc3c(c2)OCO3)no1)Nc1cccc(Cl)c1	?
CC(=O)N(Cc1cccnc1)c1nc2c(C)c(C)ccc2s1	i
CC1CCC2(CC1)NC(=O)N(CC(=O)N1CCc3ccccc31)C2=O (stereo unspecified)	2%
Cc1noc(C)c1-c1ccc2c(n1)CN(CCOc1ccccc1)C(=O)CO2	i
CCC(=O)N1CCc2cc(Br)cc(S(=O)(=O)N3CCCC(C(=O)NCc4ccc(C)cc4)C3)c21 (stereo unspecified)	i
COc1ccc(CCn2c(=O)c3cccnc3n(CC(=O)Nc3ccc(C)cc3C)c2=O)cc1OC	-8%
Cn1nc(NC(=O)CSc2ccccc2)c2c(N3CCOCC3)cccc21	-11%
COc1ccc(NC(=O)COc2ccc(-c3nnc4n3CCCC4)cc2)c(OC)c1	?
CCC(C(=O)Nc1ccccc1OC)n1c(C(=O)OC)cc2sc(Cl)cc21 (stereo unspecified)	6%
O=C(Nc1nc2n(n1)C(c1ccc(F)cc1)C=C(c1ccccc1)N2)c1ccco1 (stereo unspecified)	10µM*
Cc1ccc(-c2nc(C(=O)N3CCN(c4cccc(C)c4C)CC3)no2)cc1	52%[activator]
Cc1cccc(CN2CCCN(S(=O)(=O)c3cn(C)cn3)C(c3ccccc3)CC(=O)NCC2)c1 (stereo unspecified)	?
N#Cc1ccc(C(=O)Nc2ccc([C@@H](O)[C@H]3COCC(=O)N3CCCc3ccccc3)cc2)cc1	i
CCN(CC)C(=O)N1CCCC1c1noc(COc2ccc(F)cc2)n1 (stereo unspecified)	-22%
Cc1nc(C)c(C(=O)N2CCc3nnc([C@@H]4C[C@@H](O)CN4C(C)C)n3CC2)s1	-10%
COc1ccc(Nc2oc(/C=C/c3ccc(OC)c(OC)c3)nc2C#N)cc1	?
Cc1nc2c(C(=O)NCc3ccccc3Cl)c[nH]n2c(=O)c1Cc1cccc(Cl)c1	18%
O=C(Nc1ccccc1)N1CCC(c2nn(-c3ccc(F)cc3)c(=O)[nH]2)CC1	i
CCOc1ccc2[nH]c(=O)c(CN(C)CC3CCN(C)C3)cc2c1 (stereo unspecified)	-8%
COCCN1C(=O)[C@@H]2C[C@@H](CN2C(C)C)Oc2ccccc21	-34%[44.1 µM]
Cc1sc2c(c1C)c(=O)n(-c1cccc(C(F)(F)F)c1)c(=O)n2Cc1ccccc1C#N	58%[activator]
Cc1ccc2c(c1)c1c(c(=O)n(-c3cccc(Cl)c3)c(=O)n1CC(=O)c1ccc(Cl)cc1)n2C	15%
Cc1nc(CCC(=O)N2CCn3nc(C(=O)Nc4ccccc4)cc3C2)n[nH]1	-1%
Cc1ccc(S(=O)(=O)N2CCc3c(C(=O)NCc4ccccn4)cccc32)cc1	-21%
COc1cccc(CNC(=O)c2cnc(N3CCCC3)nc2C)c1	73%[activator]
COc1ccc(-c2ccc3nc(-c4cc(C)ccc4F)oc3c2)c(OC)c1OC	4%
O=C(c1ccc2nc[nH]c2c1)N1CCN(c2cc(-c3cccs3)[nH]n2)CC1	i
Cc1noc(-c2cccc(F)c2)c1C(=O)NCCCc1ccccc1	i
Cc1cc(C)n(CCC(=O)N2CCCC2c2nc(C3CCOCC3)no2)n1 (stereo unspecified)	14%
O=C(O)c1cccc(Nc2ncnc3ccc(Br)cc23)c1	-9%
Cc1nn2c(c1-c1ccnn1C(C)C)N(Cc1ccc(O)cc1)CCC2	i
Cc1ccc(OCCSc2nc3ccccc3n2CC(=O)N2CCCCC2)c(C)c1	-13%
CC(C)NC[C@H]1COCc2nc3cc(C(F)(F)F)ccc3n21	-3%[44.1 µM]
CCc1nc(C)sc1C(=O)N[C@@H]1COCC[C@H]1Oc1ccc(C#N)cc1	-20%
COc1cc2c(cc1OC)C(C[C@H]1CN(S(=O)(=O)c3cccc(C#N)c3)CC[C@H]1CC(=O)O)=NCC2	-6%
COc1ccc(CN2Cc3cc(NC(=O)c4ccc(Cl)cc4)ccc3OC(C)C2=O)c(OC)c1 (stereo unspecified)	i
CC1CN(C(=O)c2csc(-c3ccc(C(F)(F)F)cc3)n2)CCCO1 (stereo unspecified)	?
O=C(c1ccc2c(Cl)c3c(nc2c1)CCCC3)N1CCN(c2cccc(C(F)(F)F)c2)CC1	?
COc1cc2c(cc1OC)C(CNC(=O)c1ccccc1)N(C(=O)Nc1ccccc1F)CC2 (stereo unspecified)	i
COc1ccc(CN2Cc3[nH]cnc3C[C@H]2c2nc(-c3ccncc3)no2)cc1	?
O=C(Nc1cccc(Cl)c1)C(Cc1ccccc1)n1cccc1 (stereo unspecified)	-5%
Cc1c(C(=O)NCc2ccccc2Cl)sc2nc3n(c(=O)c12)CCCCC3	-25%
O=C(c1ccncc1)N1CCC(Oc2cccnc2)C1 (stereo unspecified)	18%
COc1ccc(NC(=O)C2CN(S(=O)(=O)C3CC3)CC23CCCCC3)c(OC)c1 (stereo unspecified)	?
O=C(CSc1nc2c(c(=O)[nH]1)CN(Cc1ccc3c(c1)OCO3)CC2)Nc1ccc(F)cc1	33%[activator]
O=C(CN1CCOCC1)N1CCC(N2C(=O)C3(CCCC3)C2c2ccccc2)CC1 (stereo unspecified)	?
Cc1ccc(C(=O)N2CCCN(c3nc4ncccc4o3)CC2)cc1	13%[44.1 µM]
CN(C)CCNC(=O)c1cnc2c(c1)N(C(=O)Cc1cn(C)c3ccccc13)CCC2	-19%[44.1 µM]
OC[C@H]1C[C@@H](NC2CCOCC2)[C@H](O)[C@@H]1O	-8%[44.1 µM]
N#Cc1ccccc1CN1CCCCC1c1nc(CCOCC2CCCC2)no1 (stereo unspecified)	?
CN(C(=O)c1cnc2n[nH]c(-c3ccccc3)c2n1)c1ccccc1	i
CCOc1ccc(NC(=O)N2CCC(N3CC4CC(C3)[C@H]3CCCC(=O)N3C4)CC2)cc1 (stereo partly specified)	?
Cc1nnc2n1CCC(N(C)C(=O)CC1=CCCCC1)CC2 (stereo unspecified)	?
O=C1CCN(Cc2ccncc2)CCCC(CO)CCN1 (stereo unspecified)	7%
N#Cc1c(-n2ncnc2-c2ccccc2C(F)(F)F)sc2c1CCCCC2	118%[activator]
Cc1noc(C)c1CN1C[C@H]2[C@H](C1)[S+](=O)([O-])C(C)(C)C(=O)N2CCOc1ccccc1	-18%
Cc1cc2ncc(C(=O)NCc3cccc(C(F)(F)F)c3)cn2n1	?
O=C(c1ccc(F)cc1)N1CCC(OC2CCN(Cc3ccccc3)CC2)CC1	11µM*

(continued)
SMILES	Pf Dd2 growth
Oc1ccccc1CNC1(Cc2cc(-c3ccccc3)on2)COC1	-12%[44.1 µM]
Cc1ccc(-c2noc(CCCc3nc(-c4cccnc4)no3)n2)nn1	i
Cc1cc(C(=O)NCC2(COc3ccc(C(F)(F)F)cn3)C[C@@H](O)[C@@H](O)C2)no1 (stereo partly specified)	-25%
COc1ccc2[nH]c(C)c(CCNS(=O)(=O)c3cc(F)ccc3OC)c2c1	12%
CCOC(=O)N1CCC(NC(=O)c2ccc3c(c2)N(Cc2ccccc2C)C(=O)c2ccccc2S3=O)CC1 (stereo unspecified)	i
CCOCCCNC(=O)C1CCN(C(=O)c2cc3sccc3n2C)CC1	-11%
COC1C(=O)N(c2cccc(F)c2)C12CCN(C(=O)CC1CCN(C(C)=O)CC1)CC2 (stereo unspecified)	-7%
CCOC(=O)C1=C(C)N=C2SC=C(CC(=O)NCc3ccco3)N2C1c1cccc(OC)c1OC (stereo unspecified)	-11%
O=[S+]([O-])(Nc1nncs1)c1ccc2c(c1)OCCN(Cc1ccccc1)C2	i
O=C(NCc1cccnc1)c1nn(-c2ccccc2F)nc1CO	45%[activator]
N[C@H]1CN(C(=O)c2coc(CN3CCOCC3)c2)C[C@@H]1c1ccccc1	2%
COCCn1ccc2c(C3=CCOCC3)nc(-c3cccc(N[S+](C)(=O)[O-])c3)cc21	i
Cn1ncc2c(-c3ccc(Cl)cc3Cl)cc(C(=O)N3CCN(c4ncccn4)CC3)nc21	?
O=C1NCCCCCN[C@H]2CCC[C@@H]12	i
CCOC(=O)c1ccc(NC(=O)c2c(NCc3cccc(OC)c3OC)sc3c2CCC3)cc1	?
COCCOC1CCOC2(CCN(C(=O)COc3ccc(C)cc3)CC2)C1 (stereo unspecified)	?
O=C(Cc1ccsc1)N1CCCC(Cc2nc(C3CCOCC3)no2)C1 (stereo unspecified)	-23%
CCN(CC)C(=O)C[C@@H]1c2nc(NC(=O)c3ccco3)sc2C[C@@H]2[C@](C)(CO)[C@H](O)CC[C@]21C	?
O=C(NC1CCN(c2cc(-c3ccc(F)cc3)[nH]n2)CC1)c1ccc2c(c1)OCO2	i
COc1ccc(C(=O)Nc2ccc(-c3noc([C@@H]4CCCN4CCCc4ccccc4)n3)cn2)cc1	?
CC(C)c1noc(-c2cccn3c(CNC(=O)c4ccccc4F)nnc23)n1	i
CCc1noc(CN(CC)C(=O)c2cc(-c3ccccc3)nn2C)n1	-2%
Cc1noc(-c2cn(C3CCN(C(=O)COc4ccccc4)CC3)nn2)n1	i
CC1=NS(=O)(=O)N(Cc2ccccc2)C=C1C(=O)OCc1nc(Cc2ccccc2C)no1	-11%

An excerpt of these results, with bars between the fields:
Molecule | Pf Dd2 growth
CC1=NS(=O)(=O)N(Cc2ccccc2)C=C1C(=O)OCc1nc(Cc2ccccc2C)no1 | -11%
CCN(CC)C(=O)C[C@@H]1c2nc(NC(=O)c3ccco3)sc2C[C@@H]2[C@](C)(CO)[C@H](O)CC[C@]21C | ?
Cn1ncc2c(-c3ccc(Cl)cc3Cl)cc(C(=O)N3CCN(c4ncccn4)CC3)nc21 | ?

Filtered by structure, those above containing a Cl atom
SMILES	Pf Dd2 growth
O=C(Cn1cccc1-c1nc(-c2ccc3c(c2)OCO3)no1)Nc1cccc(Cl)c1	?
CCC(C(=O)Nc1ccccc1OC)n1c(C(=O)OC)cc2sc(Cl)cc21 (stereo unspecified)	6%
Cc1nc2c(C(=O)NCc3ccccc3Cl)c[nH]n2c(=O)c1Cc1cccc(Cl)c1	18%
Cc1ccc2c(c1)c1c(c(=O)n(-c3cccc(Cl)c3)c(=O)n1CC(=O)c1ccc(Cl)cc1)n2C	15%
COc1ccc(CN2Cc3cc(NC(=O)c4ccc(Cl)cc4)ccc3OC(C)C2=O)c(OC)c1 (stereo unspecified)	i
O=C(c1ccc2c(Cl)c3c(nc2c1)CCCC3)N1CCN(c2cccc(C(F)(F)F)c2)CC1	?
O=C(Nc1cccc(Cl)c1)C(Cc1ccccc1)n1cccc1 (stereo unspecified)	-5%
Cc1c(C(=O)NCc2ccccc2Cl)sc2nc3n(c(=O)c12)CCCCC3	-25%
Cn1ncc2c(-c3ccc(Cl)cc3Cl)cc(C(=O)N3CCN(c4ncccn4)CC3)nc21	?

Further structures follow:
SMILES	Pf Dd2 growth
O=C(Nc1ccccc1)c1cnc2n1CCN(Cc1c[nH]c3ccccc13)CC2	?
CCN1C(=O)C(CC(=O)NC2CCCCC2)Sc2ncccc21 (stereo unspecified)	6%
Cc1ccc(C)c(N2CCN(C(=O)CN3C(=O)COc4ccc(S(=O)(=O)N5CCOCC5)cc43)CC2)c1	-18%
CCC1(O)CCCN(C(=O)c2coc(COc3ccc4ccc(OC)cc4c3)n2)C1 (stereo unspecified)	?
O=C(c1ccccn1)N1CCC(Cc2nc(C3CCOCC3)no2)CC1	10%
COc1ccc(CCC(=O)N2CCCCCC2c2nnc(-c3ccccc3)o2)cc1 (stereo unspecified)	-1%
O=C(CN1CC2CC(C1)[C@H]1CCCC(=O)N1C2)NCc1ccc(OC(F)(F)F)cc1 (stereo partly specified)	i
COc1ccc(-c2cc(C(=O)NCC(F)(F)F)c3c(C4CCCN4)nn(C)c3n2)cc1 (stereo unspecified)	?
COc1ccc(-c2ccc3nnc(CNC(=O)c4ccc(OC)nc4OC)n3n2)cc1	i
O=C1NC2(CCN([S+](=O)([O-])c3ccccc3)C2)Oc2ccccc21 (stereo unspecified)	?
CCCc1nc(C(=O)NC(C)c2cnn(-c3ccccc3)c2C)cs1 (stereo unspecified)	-23%
CCOCCCNC(=O)N1c2ccccc2CC1c1nc(C(C)C)no1 (stereo unspecified)	i[5.79 µM]
COc1ccc(NC(=O)CCN2CCN(CCO)CC2)cc1	115%[activator]
Cc1cc(=O)n(CC(=O)Nc2ccc(F)cc2)c(-c2ccccc2)n1	i
COCc1cn(C[C@H]2C[C@@H](NS(=O)(=O)c3ccccc3)[C@H](O)[C@@H]2O)nn1	12%[44.1 µM]
O=C1c2cnc(-c3cc(F)cc(F)c3)nc2OCCN1Cc1ccc(F)cc1F	i
COc1ccc(NC(=O)C2=C(C)Nc3c(C(=O)Nc4ccc(C)cc4)cnn3C2c2cc(OC)ccc2OC)cc1 (stereo unspecified)	?
CCOC(=O)c1ccc2nc(C)cc(Nc3ccc(OC(C)C)cc3)c2c1	?
CCc1cccc(NC(=O)C2CCC(CNS(=O)(=O)c3csc(C(N)=O)c3)CC2)c1 (stereo unspecified)	22%
CCOC(=O)c1sc(NC(=O)C2c3ccccc3Oc3ccccc32)c(C#N)c1C	-18%
Cc1ccc(CNC(=O)C2N(C(C)C)C(=O)C23CCCC3)o1 (stereo unspecified)	6%
O=S1(=O)CCCN1C1CCN(Cc2cccc3ccccc23)CC1	-6%
O=C(NCc1ccc(Cl)cc1Cl)c1cccc(N2CCCS2(=O)=O)c1	22%
CCC1CN(C(=O)N2CCC(C(=O)NCCOC)CC2)c2ccccc2O1 (stereo unspecified)	23%
COc1ccccc1-c1cc([C@H]2CN3CC[C@H]2C[C@@H]3CNS(=O)(=O)c2ccccc2)n(C)n1	?
COC(=O)c1ccc(NC(=O)CCn2cnnn2)cc1	10%[0.594 µM]

Screening data from PubChem BioAssay.
